Compound activity as filed in PubChem.
Luc counter – Counterscreen for Luciferase (Kinase-Glo TM) Inhibition; AID 1379, 2008; Luciferin 4-monooxygenase (Photuris pensylvanica), Q27757; Kinase-Glo luciferase, ATP luminescence, 8 min; Potency, µM (series often up to 38.3 µM), for inactives: top-dose activity change, negative = inhibition, most hits filed as inhibitors; 200,000 compounds, 0.28% hits; note: potency is the fitted concentration of half-maximal effect; % is set by controls: 0 for no effect and ±100 for the full control effect; nearly all actives have a fitted effect of over 60% in size
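Kinase-Glo luciferase light output from ATP and luciferin was measured with 10 uM ATP, within the enzyme's linear range. Buffer: 50 mM imidazole pH 7.2, 50 mM KCl, 7 mM MgCl2, 0.01% Tween 20, 0.05% BSA; luminescence read after 8 min at ambient temperature.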
HttQ103 aggreg – qHTS Multiplex Assay to Identify Dual Action Probes in a Cell Model of Huntington: Aggregate Formation (GFP). PC12 HttQ103-GFP aggregates, Acumen cytometry, 40 h. Potency, µM (doses to about 46.1 µM), for the others: at the highest dose activity change, negative = inhibition, most hits filed as inhibitors. 220,000 compounds, 1.1% hits. AID 1688, 2009; note: potency is the fitted concentration of half-maximal effect; % is set by controls: 0 for no effect and ±100 for the full control effect; nearly all actives have a fitted effect of over 60% in size
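Aggregates are detected as GFP objects 1–25 µm with signal 6 STDEV over background in lysates of induced PC12 cells. These carry Huntingtin exon 1 with 103 glutamines fused to GFP under an ecdysone promoter; compounds titrated.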
IMPase Li inh – qHTS Assay for Identifying the Cell-Membrane Permeable IMPase Inhibitors: Potentiation with Lithium | 210,000 compounds, 0.35% hits | CHO-M1 cells, IP1 TR-FRET (IP-One), carbachol + lithium | Potency, µM (titrated, usually from 59.4 µM), inactives show top-dose activity, negative = IMPase inhibition, usual class: inhibitors | AID 1457, 2008;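 note: IP1 builds up when IMPase is blocked and the TR-FRET signal falls; potency is the fitted concentration of half-maximal effect; plate controls were basal vehicle for no effect and high inhibitor control for full effect; nearly all actives have a fitted effect of over 50% in size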
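IP1 accumulation measured by competitive TR-FRET in lysed CHO-M1 cells after 30 min compound exposure at 37C, with a small lithium addition to potentiate weak responses. Hill-equation AC50 from ratio and donor-channel data.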
SMN2 splice up – qHTS Assay for Enhancers of SMN2 Splice Variant Expression. HEK293 SMN2-luciferase splicing reporter, luminescence, 30-36 h. Potency, µM (series often up to 46.1 µM), for inactives: top-dose activity change, positive = activation, actives largely listed as activators. 210,000 compounds, 2.8% hits. AID 1458, 2008; note: potency is the fitted concentration of half-maximal effect; % of control where 0% means no effect; nearly all actives have a fitted effect of over 55% in size
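qHTS luciferase splicing reporter: luminescence rises when SMN2 exon 7 is included in transfected HEK293 cells. Compound exposure lasted 30-36 h at 37C, with 4.5 mM final sodium butyrate as control, followed by a ONE-Glo read.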
CBFb-RUNX1 inh – qHTS Assay for Compounds Blocking the Interaction Between CBF-beta and RUNX1 for the Treatment of Acute Myeloid Leukemia | AlphaScreen CBFb-His/RUNX1-biotin binding, biochemical | Potency, µM (series often up to 59.8 µM), without a hit: top-dose activity, negative = inhibition, hits mostly inhibitors | 230,000 tested, under 10 active; note: % of control where 0% means no effect
Target sequence (Q01196 whole entry, looked up): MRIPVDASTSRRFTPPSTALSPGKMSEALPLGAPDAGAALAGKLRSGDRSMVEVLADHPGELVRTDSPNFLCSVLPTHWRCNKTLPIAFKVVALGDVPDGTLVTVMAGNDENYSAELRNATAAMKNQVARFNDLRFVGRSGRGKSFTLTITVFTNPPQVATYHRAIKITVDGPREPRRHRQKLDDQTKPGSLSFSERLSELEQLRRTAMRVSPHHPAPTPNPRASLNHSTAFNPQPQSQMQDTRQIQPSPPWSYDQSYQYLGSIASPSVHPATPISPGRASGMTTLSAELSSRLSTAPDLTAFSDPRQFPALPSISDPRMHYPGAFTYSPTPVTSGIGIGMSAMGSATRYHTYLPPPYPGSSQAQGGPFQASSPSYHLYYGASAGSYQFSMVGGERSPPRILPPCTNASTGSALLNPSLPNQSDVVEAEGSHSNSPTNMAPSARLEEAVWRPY
Target sequence (Q13951 whole entry, looked up): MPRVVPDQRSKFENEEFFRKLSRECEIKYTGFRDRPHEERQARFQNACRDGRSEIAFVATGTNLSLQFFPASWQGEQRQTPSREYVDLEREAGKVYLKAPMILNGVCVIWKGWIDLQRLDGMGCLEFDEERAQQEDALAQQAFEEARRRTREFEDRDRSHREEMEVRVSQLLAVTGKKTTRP
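AlphaScreen binding: CBFb-His and RUNX1-biotin (30 nM each) preincubated 20 min, compound added for 15 min, then nickel and streptavidin beads for 90 min, all at room temperature. Disruption of the interaction by any mechanism counts as activity.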
Lamin A splicing – qHTS Assay for Modulators of Lamin A Splicing. 200,000 compounds, 0.01% hits. Potency, µM (doses to about 46.1 µM), without a hit: at the highest dose ratio change, negative = inhibition, actives largely listed as inhibitors. HeLa LMNA splicing GFP/RFP minigene ratio, 48 h. AID 1487, 2009; active = well fitted inhibition curve with a large enough effect in the signal ratio, with a control signal flat, not every such curve was filed as active; inconclusive = small, poorly fitted or top-dose-only effect, or effect the other way, or a change in a side signal; the % refers to the signal ratio; note: potency is the fitted concentration of half-maximal effect; % is set by controls: 0 for no effect and ±100 for the full control effect
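S3 HeLa stable clones carrying a lamin A-EGFP splicing minigene plus DsRed2 were seeded at 600 cells/well in Opti-MEM with 2% FBS, pin-dosed and incubated 48 h at 37°C. Acumen cytometry (488 nm) gave the GFP/RFP total-intensity ratio.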
HTT cytoprotect – qHTS Multiplex Assay to Identify Dual Action Probes in a Cell Model of Huntington: Cytoprotection (ATP). 230,000 compounds, 0.14% hits. AID 1471, 2008. Potency, µM (doses to about 56.4 µM), inactives show cytoprotection (ATP increase), most hits filed as activators. PC12 HTT-Q103 induced, cytoprotection, ATP luminescence, 40 h;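 note: potency is the fitted concentration of half-maximal effect; % of control where 0% means no effect; nearly all actives have a fitted effect of over 45% in size; toxic huntingtin expression switched on by the ecdysone agonist tebufenozide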
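Compounds added alongside 100 nM tebufenozide, which induces toxic Q103 huntingtin exon 1-GFP in stable PC12 cells; surviving cells quantified by luminescent ATP measurement. Medium: phenol red-free DMEM, 5% equine and 5% calf serum.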
* hit, by the source's call; & = joins results of further samples; [ ] = dose if it differs, or a comment. Unless noted, calls come from the whole dose curve; as a rule, active = well fitted curve in the direction sought with a large enough effect; inconclusive = small, poorly fitted or top-dose-only effect, or another doubt; inactive = no such curve, though single readings can be large; an effect the other way counts as inactive or inconclusive.

`Cc1ccc2c(c1)[nH]c1c(=O)n(CCN3CCNCC3)cnc12` gave HttQ103 aggreg 5.9%, CBFb-RUNX1 inh 7.5%, Lamin A splicing 5.0% and HTT cytoprotect -22.7%[0.074 µM].
`C[C@@H]1NC(=O)c2cc([N+](=O)[O-])cc(I)c2OCC[C@@H](C(N)=O)NC(=O)[C@H](CCC(=O)O)NC1=O` gave Luc counter -4.7%, HttQ103 aggreg -8.2%, IMPase Li inh 4.4%, SMN2 splice up -3.6%, CBFb-RUNX1 inh 1.3%[2.36 µM] and Lamin A splicing -6.1%.
CC(C)CN1CCN(Cc2nc3ccccc3s2)CC1CCO (stereo not given) was read as Luc counter -2.9%, HttQ103 aggreg -13.9%[9.22 µM], IMPase Li inh 11.6%, CBFb-RUNX1 inh 2.3%, Lamin A splicing inconclusive and HTT cytoprotect 5.7%[10 µM].
Screening O=C(NC1CCCC1)C1CCCN(S(=O)(=O)c2cnc[nH]2)C1 (stereo not given) returned Luc counter -3.5%, HttQ103 aggreg 1.2%, IMPase Li inh -1.6%[38.3 µM], SMN2 splice up -3.8%, CBFb-RUNX1 inh 6.8%, Lamin A splicing -7.5% and HTT cytoprotect -1.0%.
CC(C)Cn1c(N)c(C(=O)COC(=O)c2cnc(Cl)c(Cl)c2)c(=O)n(C)c1=O was read as Luc counter 3.7%, HttQ103 aggreg -6.9%, IMPase Li inh 25.8%, SMN2 splice up -21.2%, CBFb-RUNX1 inh 4.5%, Lamin A splicing -18.5%[46 µM] and HTT cytoprotect -9.7%[10 µM].
Screening COC(=O)CN(c1ccc(F)cc1)S(=O)(=O)c1ccc2c(c1)OCCO2 returned Luc counter 1.0%, HttQ103 aggreg -8.1%, IMPase Li inh 8.1%[38.3 µM], SMN2 splice up 4.7%, CBFb-RUNX1 inh 4.9%, Lamin A splicing 4.5% and HTT cytoprotect -1.0%.
For O=C1NCC(COc2ccc(Cl)cc2)O1 (stereo not given) the results were Luc counter 0.5%, HttQ103 aggreg 14.7%, IMPase Li inh 7.9%, SMN2 splice up 13.2%, CBFb-RUNX1 inh 5.5%, Lamin A splicing 3.5%[46 µM] and HTT cytoprotect -18.4%[10 µM].
For O=C1CC(N2CCN(S(=O)(=O)c3cccc(C(F)(F)F)c3)CC2)C(=O)N1Cc1ccccc1 (stereo not given) the results were Luc counter -2.0%, HttQ103 aggreg -24.2%, IMPase Li inh -6.2%[38.3 µM], SMN2 splice up -5.0%, CBFb-RUNX1 inh 7.3%, Lamin A splicing inconclusive and HTT cytoprotect 17.7%.
For COc1ccc(-c2nc(-c3ccc(NC(=O)c4ccncc4)cc3)no2)cc1OC the results were Luc counter 3.1%, HttQ103 aggreg inconclusive, IMPase Li inh 19.0%, SMN2 splice up -72.4%[inhibitor], CBFb-RUNX1 inh 5.9%, Lamin A splicing inconclusive and HTT cytoprotect -6.1%[10 µM].
Screening Cc1cc(C)n(-c2nc(C(=O)O)cs2)n1 returned Luc counter -1.4%, HttQ103 aggreg 4.0%, IMPase Li inh 1.8%, SMN2 splice up 9.1%, CBFb-RUNX1 inh 8.8%, Lamin A splicing 10.4%[9.22 µM] and HTT cytoprotect -14.2%.
Cc1ccc(Sc2ncccc2C(=O)O)c(C)c1 was read as Luc counter -2.2%, HttQ103 aggreg 19.4%, IMPase Li inh -1.6%, SMN2 splice up 12.7%, CBFb-RUNX1 inh -8.1%, Lamin A splicing 0.0% and HTT cytoprotect -32.3%[10 µM].
Cc1ccc(N2C(=O)CCSC23C(=O)Nc2ccccc23)cc1 (stereo not given) was read as Luc counter 2.4%, HttQ103 aggreg inconclusive, IMPase Li inh 8.7%[38.3 µM], SMN2 splice up 0.6%, CBFb-RUNX1 inh -0.5%, Lamin A splicing 10.5% and HTT cytoprotect 8.8%.
`O=C(c1ccccc1)C(Sc1ncn[nH]1)c1ccccc1` (stereo not given) gave Luc counter -1.7%, HttQ103 aggreg -7.3%, IMPase Li inh 3.5%, SMN2 splice up -3.8%, CBFb-RUNX1 inh 8.2%, Lamin A splicing -7.0% and HTT cytoprotect 15.9%[10 µM].
CC(=O)N(CCC(c1ccco1)C(C)C)Cc1ccc(Cl)cc1 (stereo not given) was read as HttQ103 aggreg -0.9%[9.22 µM], CBFb-RUNX1 inh 2.1% and HTT cytoprotect -6.6%[10 µM].
Screening Cc1cc(C(=O)CN2CCCC2)c(C)n1-c1ccc(Cl)cc1 returned Luc counter 0.6%, HttQ103 aggreg -17.0%, IMPase Li inh 2.4%, SMN2 splice up inconclusive, CBFb-RUNX1 inh -2.2% and HTT cytoprotect 9.6%.
Screening O=C(N/N=C/c1ccc(C(=O)O)cc1)C1=NNC(c2ccccc2)(c2ccccc2)C1 returned Luc counter 0.6%, HttQ103 aggreg -18.2%[9.22 µM], IMPase Li inh 2.6%, SMN2 splice up 6.7%, CBFb-RUNX1 inh -0.5%, Lamin A splicing inconclusive and HTT cytoprotect -37.7%[inhibitor].
COCCNC(=O)CSCc1nc(-c2ccc(SC)cc2)oc1C was read as Luc counter -3.2%, HttQ103 aggreg 6.2%, IMPase Li inh -17.6%[38.3 µM], SMN2 splice up -23.2%, CBFb-RUNX1 inh -2.7%, Lamin A splicing 8.6% and HTT cytoprotect -46.2%[inhibitor].
Screening NC(=O)CC[C@H](NC(=O)c1ccc(F)cc1)C(=O)OCC(=O)Nc1ccc(N2CCOCC2)cc1 returned Luc counter -2.2%, HttQ103 aggreg 10.3%, IMPase Li inh 10.6%, SMN2 splice up -2.9%, CBFb-RUNX1 inh 5.5%, Lamin A splicing -10.6% and HTT cytoprotect -2.7%[0.074 µM].
For CCOc1ccc(NC(=O)N2CCN(CC)CC2)cc1 the results were Luc counter -4.8%, HttQ103 aggreg -7.0%, IMPase Li inh 15.0%[38.3 µM], SMN2 splice up -24.8%, CBFb-RUNX1 inh 4.1%, Lamin A splicing 0.9% and HTT cytoprotect 13.6%[1.9 µM].
For Cc1cc(C(=O)N/N=C/c2cn[nH]c2-c2ccccc2)cs1 the results were Luc counter -1.2%, HttQ103 aggreg 2.1%, IMPase Li inh -2.5%, SMN2 splice up 19.1%, CBFb-RUNX1 inh -0.9% and Lamin A splicing -4.7%.
`CSc1nc(C)[nH]c(=O)c1C#N` gave HttQ103 aggreg 9.0%[9.22 µM], CBFb-RUNX1 inh 12.2%, Lamin A splicing inconclusive and HTT cytoprotect 8.3%[10 µM].
For CCCC(=O)Nc1ccc(-c2csc(N/N=C\c3ccncc3)n2)cc1 the results were HttQ103 aggreg -19.9%[9.22 µM], CBFb-RUNX1 inh inconclusive and HTT cytoprotect -12.6%[10 µM].
O=C(Nc1cccc(C(F)(F)F)c1)C1CCCN1S(=O)(=O)c1cccc2cccnc12 (stereo not given) was read as Luc counter -5.7%, HttQ103 aggreg inconclusive, IMPase Li inh 13.2%[38.3 µM], SMN2 splice up -50.4%[inhibitor], CBFb-RUNX1 inh 3.5%, Lamin A splicing 1.5% and HTT cytoprotect inconclusive.
For O=C(N/N=C/c1cnc(N2CCOCC2)s1)c1ccccc1 the results were Luc counter -1.5%, HttQ103 aggreg 14.9%[9.22 µM], IMPase Li inh 7.1%, SMN2 splice up 13.3%, CBFb-RUNX1 inh -1.1% and HTT cytoprotect -66.7%[inhibitor].
For COc1cccc(C(=O)C2CCCN(C(=O)c3ccc(C#CC(C)(C)O)cc3)C2)c1 (stereo not given) the results were Luc counter -0.3%, HttQ103 aggreg -5.5%[9.22 µM], IMPase Li inh 8.6%, CBFb-RUNX1 inh 3.3%, Lamin A splicing inconclusive and HTT cytoprotect 16.0%[10 µM].
`CC1CCC(C(C)C)C(OC(=O)Cn2nnc3c(cnn3-c3ccccc3)c2=O)C1` (stereo not given) gave HttQ103 aggreg -14.3%[9.22 µM], CBFb-RUNX1 inh 12.5% and HTT cytoprotect -21.0%[10 µM].
`COc1ccc(C2SC[C@@H](C(=O)O)N2C(C)=O)cc1` (stereo not given in full) gave Luc counter 4.2%, HttQ103 aggreg 9.4%, IMPase Li inh -9.3%[38.3 µM], SMN2 splice up 1.5%, CBFb-RUNX1 inh 4.0%, Lamin A splicing 10.9%[0.0737 µM] and HTT cytoprotect -0.7%.
Screening Cc1ccc(C2C(C#N)=C(N)Oc3cc(C)oc(=O)c32)o1 (stereo not given) returned Luc counter 0.8%, HttQ103 aggreg 7.9%[9.22 µM], IMPase Li inh 2.2%, SMN2 splice up -3.5%, CBFb-RUNX1 inh 1.1% and HTT cytoprotect -3.1%[10 µM].
For CC1(C)Oc2ccc(C#N)cc2[C@@H](OC2=CC(=O)CC2)[C@@H]1O the results were IMPase Li inh -4.6%&-0.7%, SMN2 splice up 2.2%&7.0%, CBFb-RUNX1 inh 21.2%&12.2% and HTT cytoprotect 0.8%&-8.3%.
Cc1ccc(Nc2nc(-c3ccncc3)cs2)cc1 was read as Luc counter -2.6%, HttQ103 aggreg 14.6%[9.22 µM], IMPase Li inh 7.8%, CBFb-RUNX1 inh 2.0%, Lamin A splicing -20.3%[46 µM] and HTT cytoprotect 4.6%[10 µM].
Screening NC(N)=NS(=O)(=O)c1ccc(N=C2C(=O)Nc3ccccc32)cc1 returned HttQ103 aggreg 1.8%[9.22 µM], CBFb-RUNX1 inh -6.7%, Lamin A splicing -2.6%[46 µM] and HTT cytoprotect 10.6%[10 µM].
CCOCCCNC(=O)C(NC(=O)c1ccc2c(c1)OCO2)c1ccccc1 (stereo not given) was read as Luc counter 1.3%, HttQ103 aggreg 19.7%, IMPase Li inh 1.0%, SMN2 splice up 1.9%, CBFb-RUNX1 inh 9.4%, Lamin A splicing 2.0%[9.22 µM] and HTT cytoprotect -33.2%[inhibitor].
